# High-throughput results (PubChem BioAssay)
# SKKanGAS inh = S. pyogenes SKKanGAS growth inhibitors in kanamycin, primary screen, streptokinase expression inhibitor project, SKKanGAS strain, BacTiter-Glo luminescence. inhibition, % at 7.5 µM. actives 1.3% (n = 300,000). 6 h;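 active = mean replicate score, as percent of positive control median, at least 50; inconclusive = mean below 50 but one replicate at or above 50; inactive = mean and every replicate below 50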;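 note: strain carries kanamycin resistance gene driven by streptokinase promoter and grows in 40 µg/ml kanamycin; loss of luminescence reflects streptokinase promoter inhibition or plain growth inhibition; 0% = median of DMSO wells and 100% = positive control at its reference dose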
# TMEM16A inh = TMEM16A chloride channel inhibitors, primary screen, cell-based, HTS. AID 588511, 2011. normalized B-score (activity score, 25-100; higher = stronger inhibition) at 10 µM. HEK293 TMEM16A/YFP iodide influx fluorescence, ionomycin. actives 1.2% (n = 310,000). Anoctamin-1 (Mus musculus), Q8BHY3;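 active = ratio plate-corrected score three or more library SD toward inhibition, starting fluorescence score within five deviations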;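 note: score derived from kinetic fluorescence span divided by baseline fluorescence per well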
# MrgX1 PAM = positive allosteric modulators of MrgX1, primary screen, HEK293 cells, Fluo-4 calcium flux; Mas-related G-protein coupled receptor member X1 (Homo sapiens), Q96LB2; FDSS; hits give high values; B-score at 10 µM; actives 0.63% (n = 310,000); AID 588675, 2011;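 active = plate-corrected calcium response at least 3 library SD above typical, normal starting fluorescence, not activating the receptor alone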;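 note: compound read alongside a low EC10 to EC30 dose of BAM8-22 agonist; peak minus trough fluorescence over baseline measured at the second addition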
# Target sequence (Q96LB2 whole entry, looked up): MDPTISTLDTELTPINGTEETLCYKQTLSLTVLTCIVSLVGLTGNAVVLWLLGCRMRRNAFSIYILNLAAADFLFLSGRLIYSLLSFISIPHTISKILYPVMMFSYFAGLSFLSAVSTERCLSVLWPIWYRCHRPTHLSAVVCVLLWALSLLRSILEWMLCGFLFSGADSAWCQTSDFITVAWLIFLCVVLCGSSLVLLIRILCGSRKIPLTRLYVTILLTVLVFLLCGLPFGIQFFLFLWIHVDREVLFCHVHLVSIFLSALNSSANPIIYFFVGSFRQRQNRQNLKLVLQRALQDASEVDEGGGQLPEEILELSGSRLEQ
# RGS4 pot = RGS4 potentiators or activators, primary screen, cell-based, HEK293 M3R inducible RGS4, calcium flux | carbachol calcium flux Fluo4; hits give low values | B-score at 10 µM | actives 0.92% (n = 310,000);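 active = B-score of the integrated calcium signal more than 4 SD below the library mean, with starting fluorescence not abnormally high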;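 note: negative B-score means reduced calcium response which marks RGS4 activation or potentiation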
#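 System: HEK293 FlpIn-TREx cells, stable M3R, doxycycline-inducible RGS4. Timing: overnight RGS4 induction, 30 min dye load 37 °C, 20 min compound RT. Also added: carbachol, ECmax concentration. Measured by: Fluo4 fluorescence kinetic imaging of calcium. Evaluation: integrated calcium ratio converted to B score.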
# RGS4 inh = RGS4 inhibitors, primary screen, cell-based, HEK293 M3R inducible RGS4, calcium flux; Regulator of G-protein signaling 4 (Homo sapiens), P49798; Fluo-4 calcium flux; hits give high values; triggered by carbachol at its EC20; B-score at 10 µM; actives 0.45% (n = 310,000); AID 463165, 2010;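 active = B-score, a plate-corrected calcium signal, over three deviations above library mean, with baseline fluorescence within five deviations of library mean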;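 note: RGS4 expression induced by doxycycline in cells with stable M3 receptor; B-score is computed from the integrated fluorescence ratio over baseline after carbachol; higher B-score means a larger calcium signal and so more RGS4 inhibition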
# Target sequence (P49798 whole entry, looked up): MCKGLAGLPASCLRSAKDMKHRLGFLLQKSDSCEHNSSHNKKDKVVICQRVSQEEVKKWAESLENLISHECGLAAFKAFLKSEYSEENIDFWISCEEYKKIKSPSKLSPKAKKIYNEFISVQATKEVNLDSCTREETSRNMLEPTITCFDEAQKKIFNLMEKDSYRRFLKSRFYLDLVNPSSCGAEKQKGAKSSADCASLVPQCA
# TRPC6 inhibitor = mouse TRPC6 channel inhibitors, primary screen, cell-based, HEK293, membrane potential dye; Short transient receptor potential channel 6 (Mus musculus), Q61143; ACh-evoked depolarization; hits give low values; B-score at 10 µM; actives 1.1% (n = 310,000); AID 2553, 2010;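 active = B-score under library mean minus 3 SD, initial fluorescence not abnormally high, positive integrated signal ratio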;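 note: B-score derived from integrated fluorescence ratio over the kinetic read; more negative B-score means stronger inhibition of depolarization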
# HDAC3 inh = HDAC3 deacetylase inhibitors, primary screen, biochemical, fluorescence, cell-free homogeneous | inhibition, % at 8.3 µM | Histone deacetylase 3 (Homo sapiens), O15379 | actives 0.15% (n = 320,000) | recombinant HDAC3, fluorogenic peptide/trypsin coupled; in the data active = inhibition above about 26%, passing the limit was not always enough; inconclusive = no clear call, values can overlap the other calls
# Target sequence (O15379 whole entry, looked up): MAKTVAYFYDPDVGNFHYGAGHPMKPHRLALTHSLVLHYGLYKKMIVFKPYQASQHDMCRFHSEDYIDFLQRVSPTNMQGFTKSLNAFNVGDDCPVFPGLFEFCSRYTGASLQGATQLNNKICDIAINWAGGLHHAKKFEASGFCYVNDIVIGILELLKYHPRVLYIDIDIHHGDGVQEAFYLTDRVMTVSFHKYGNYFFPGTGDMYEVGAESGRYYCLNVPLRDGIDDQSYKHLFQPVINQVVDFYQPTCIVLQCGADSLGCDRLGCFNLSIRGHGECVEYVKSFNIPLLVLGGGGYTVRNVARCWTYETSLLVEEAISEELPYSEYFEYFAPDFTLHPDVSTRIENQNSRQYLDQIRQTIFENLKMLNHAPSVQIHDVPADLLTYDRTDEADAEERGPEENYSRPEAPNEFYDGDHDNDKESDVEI
# MrgX1 agonist = agonists of human MrgX1 receptor, primary screen, HEK293 cells, Fluo-4 calcium flux; Fluo-4 calcium fluorescence, agonist mode; hits give high values; B-score at 10 µM; actives 0.44% (n = 310,000); AID 588627, 2011;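 active = calcium response B-score plate-corrected fluorescence ratio at least 3 library SD, with starting fluorescence B-score inside 5 SD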
#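 System: HEK293 cells stably expressing human MrgX1 receptor; Dosing: test compound in the initial addition of three; Schedule: overnight plating, then 30 min 37 °C plus 30 min room-temperature dye loading; Detection: kinetic calcium dye fluorescence, Fluo-4 NW; Controls: per-plate positive and negative controls for Z′ factor.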
# TMEM16A act = TMEM16A chloride channel activators or potentiators, primary screen, cell-based, HTS; B-score at 10 µM; HEK293 TMEM16A/YFP-H148Q/I152L, iodide quench fluorescence; hits give low values; AID 623877, 2012; actives 0.3% (n = 340,000); Anoctamin-1 (Mus musculus), Q8BHY3;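 active = fluorescence-ratio B-score plate-corrected deviation score at least 3 library SD below zero, with starting fluorescence score within 5 deviations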;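 note: channel opened by trigger with iodide after compound preincubation; score built on the fluorescence ratio of max minus min over baseline; more negative score means more quench and so TMEM16A activation or potentiation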
# MrgX1 antag = antagonists of human MrgX1 receptor, primary screen, HEK293 cells, Fluo-4 calcium flux; BAM8-22 antagonism; hits give low values; B-score at 10 µM; actives 1.3% (n = 310,000); AID 588676, 2011; Mas-related G-protein coupled receptor member X1 (Homo sapiens), Q96LB2;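 active = calcium-response B-score plate-corrected more than 3 library SD below zero, starting fluorescence within 5 deviations, no agonist response on first addition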;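 note: peak minus trough fluorescence over baseline after final BAM8-22 challenge near maximal dose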
# TRPC6 activator = mouse TRPC6 channel activators, primary screen, cell-based, HEK293, membrane potential dye; B-score at 10 µM; HEK293-TRPC6 membrane potential dye fluorescence; hits give high values; AID 2550, 2010; Short transient receptor potential channel 6 (Mus musculus), Q61143; actives 0.13% (n = 310,000);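 active = B-score of the integrated fluorescence ratio above library mean plus 3 SD, and starting fluorescence ratio within library mean plus 5 SD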;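 note: higher score means more depolarization so channel activation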
# Starred values were filed as active, the others as inactive; i = inactive; ? = inconclusive; . = not tested or not shown. Rows were taken by chance; 6.7% or so of the library scored in one or more.
SMILES,SKKanGAS inh,TMEM16A inh,MrgX1 PAM,RGS4 pot,RGS4 inh,TRPC6 inhibitor,HDAC3 inh,MrgX1 agonist,TMEM16A act,MrgX1 antag,TRPC6 activator
CSCCC(NC(=O)c1ccccc1)c1nc(-c2ccccc2)no1 (centres undefined),6,.,.,i,i,i,.,.,.,.,i
O=C(Nc1cccc(Cl)c1)N1CCN2C(=O)c3ccccc3C12c1ccccc1 (centres undefined),10,25*,i,i,i,i,14,i,i,i,i
CCN(CC)S(=O)(=O)c1cccc(-c2nnc(SCC(=O)NC3CCCCCC3)n2N)c1,-6,i,i,i,i,i,-6,i,i,i,i
CC1CCc2c(sc3ncn(CC(=O)N4CCCCC4)c(=O)c23)C1 (centres undefined),-6,i,i,i,i,i,2,i,i,i,i
COCCN1CCn2c(nc3cc(NS(C)(=O)=O)ccc32)C1,-1,i,i,i,i,i,-4,i,i,i,i
O=C(O)c1ccc(Nc2nc(-c3cccnc3)nc3ccccc23)cc1,2,i,i,i,i,i,-10,i,.,i,i
CCCc1c2ccccc2nc2ccccc12,-12,i,i,i,i,i,-12,i,i,i,i
CN1CCN(CCCNC(=O)CCN2C(=O)COc3ccccc32)CC1,1,i,i,i,i,i,-4,i,i,i,i
N#C/C(=C\c1ccccc1[N+](=O)[O-])c1nc(C2CC2)cs1,-1,i,i,i,i,i,1,i,i,i,i
COc1ccc(Cn2c(=O)cc(N)n(-c3ccccc3C)c2=O)cc1,8,i,i,i,i,i,-4,i,i,i,i
CCOc1ccc(S(=O)(=O)Nc2nccs2)cc1,-4,i,i,i,i,i,-8,i,i,i,i
CCC(C)n1c(=N)c(C#N)cc2c(=O)n3ccccc3nc21 (centres undefined),2,i,i,i,i,i,-77,26*,i,i,i
Cc1cc(S(=O)(=O)N2CCC(N3CCCCC3)CC2)ccc1-n1cnnn1,4,i,i,i,i,i,-4,i,i,i,i
CCOCCn1c(CN2CCN(c3ccc(OC)cc3)CC2)nc2c1c(=O)n(C)c(=O)n2C,-8,i,i,i,i,i,-2,i,i,i,i
Cc1ccc(-c2csc(NC(=O)Cc3ccc(F)cc3)n2)o1,12,i,i,i,i,i,1,i,i,i,i
CC(C)c1nc(SCC(=O)Nc2ccc([N+](=O)[O-])cc2Br)n[nH]1,7,i,i,i,i,i,4,i,i,i,i
CCOC(=O)c1cc2c(ccn2C)n1CC(=O)N1CCCC(C)C1 (centres undefined),14,i,i,i,i,i,0,i,i,i,i
O=C(/C=C/c1ccccc1Cl)N(c1ccccn1)C1CCCCC1,2,i,i,i,i,i,10,i,i,i,i
Cc1cc2c3c(c1)C1(C(=O)N3C(C)(C)CC2C)C(C#N)=C(N)OC2=C1C(=O)CC(C)(C)C2 (centres undefined),1,i,i,i,i,i,4,i,i,i,i
Cc1nc(Cl)c(C#N)cc1-c1ccccc1,-9,i,i,i,i,i,0,i,i,i,i
CN(C)c1nc(OCCNC(=O)Nc2ccccc2)nc(N2CCOCC2)n1,-6,.,.,i,i,i,.,.,i,.,i
Cc1ccc(N2C(=O)CN=C2Nc2nc(C)cc(C)n2)cc1,-5,i,i,i,i,i,-9,i,i,i,i
Cc1csc2nc(CSc3nc4ccccc4o3)c(Br)n12,60*,25*,i,i,i,i,-4,i,i,i,i
Cc1ccc(S(=O)(=O)NCC(=O)N2CCCCC2)cc1,0,i,i,i,i,i,-2,i,i,i,i
CCCCCOc1ccc(CSc2ncn[nH]2)cc1,1,i,i,i,i,i,11,i,i,i,i
COc1ccc(CCNC(=O)c2cc(-c3cc(Cl)cc(Cl)c3)oc2C)cc1,-1,i,i,i,i,i,0,i,i,i,i
C=CCCC(=O)NC1CCCc2c1cnn2-c1ccccc1F (centres undefined),5,i,i,i,i,i,-5,i,i,i,i
CCc1nc(-c2ccc(C)nc2OC)no1,3,i,i,i,i,i,-2,i,i,i,i
CCOC(=O)c1ccc(NC(=O)NCCc2cnc[nH]2)cc1,4,i,i,i,i,-6.8*,-4,i,i,i,i
CCOc1ccc(CCNC(=O)c2nn(C)c3c2CS(=O)(=O)c2ccccc2-3)cc1,20,i,i,i,i,i,0,i,i,i,i
Cc1nc(-c2ccc3c(c2)OCCO3)cs1,0,i,i,i,i,i,5,i,i,i,i
O=C(CCC1CCCC1)N1CCC(N2CCN(c3ccccc3)CC2)CC1,0,i,i,i,i,i,5,i,i,i,i
O=C(NC1CCCCCC1)C1c2ccccc2C(=O)N1Cc1cccs1 (centres undefined),2,i,i,i,i,i,-3,i,i,i,i
COC(=O)Cc1ccc(NC(=O)c2ccc(Br)o2)cc1,2,i,i,i,i,i,-2,i,i,i,i
CC1Cc2ccccc2N1C(=O)CN(C)S(=O)(=O)c1cccc2cccnc12 (centres undefined),-4,i,i,i,i,i,0,i,i,i,i
CCc1cccc(NC(=O)Cn2cc3c(n2)CCCC3)c1,-3,i,i,i,i,i,1,i,i,i,i
Cc1ccnc(NC(=O)c2ccc3c(c2)OCO3)c1,20,i,i,i,i,i,-2,i,i,i,i
O=C(NCCOC(=O)c1ccc(Cl)c(S(=O)(=O)N2CCCCC2)c1)c1ccncc1,-8,i,i,i,i,i,-2,i,i,i,i
O=c1cc(CN2CCc3ccccc32)c2ccc(O)cc2o1,-5,i,i,i,i,i,-32,i,i,i,i
C=CCN(C(C)=O)C1CC(=O)N(c2ccc(OCCC)cc2)C1=O (centres undefined),-2,i,i,i,i,i,-1,i,i,i,i
Cc1ccc(C)c(S(=O)(=O)Nc2ccc(C(=O)N3CCCCC3)cc2)c1,0,i,i,i,i,i,11,i,i,i,i
C=CCNC(=S)Nc1ccc(F)cc1F,3,i,i,i,i,i,4,i,i,i,i
CCN(CC)C(=O)COC(=O)c1ccc(O)cc1,3,i,i,i,i,i,-3,i,i,i,i
Cc1ccc(NC(=O)C2=C(C(=O)O)CCCC2)cc1Br,-2,i,i,i,i,i,-7,i,i,i,i
COCCn1nnnc1C(c1cccc(C(F)(F)F)c1)N1CCN(Cc2ccccc2)CC1 (centres undefined),-7,i,i,i,i,i,5,i,i,i,i
O=C(c1ccco1)N1CCN(C(=S)Nc2cccc([N+](=O)[O-])c2)CC1,-7,i,i,i,i,i,2,i,i,i,i
O=C1OCCN1CC(=O)N1CCc2c([nH]c3ccccc23)C1c1ccccn1 (centres undefined),-11,i,i,i,i,i,2,i,i,i,i
Oc1ccccc1CNc1ccc(Br)cn1,8,i,i,i,i,i,-8,i,i,i,i
O=C(Nc1cccc(C(F)(F)F)c1)c1cccnc1N1CCN(c2ccccc2)CC1,51*,i,i,i,i,i,?,i,i,i,i
Cn1c(=O)c(C(=O)CN2CCCc3ccccc32)c(N)n(Cc2ccccc2)c1=O,-2,i,i,i,i,i,7,i,i,i,i
O=C(O)c1ccc(N2C(=O)CC(N3C(=O)/C(=C/c4ccc(Cl)cc4)SC3=S)C2=O)cc1 (centres undefined),-5,i,i,i,i,i,-3,i,i,i,i
Cc1ccc(S(=O)(=O)N(C)c2ccc(C(=O)Nc3c(C)n(C)n(-c4ccccc4)c3=O)cc2)cc1,-1,i,i,i,i,i,-3,i,i,i,i
CC1CCN(S(=O)(=O)c2ccc3ncn(CC(=O)N(C)Cc4ccccc4)c(=O)c3c2)CC1,-4,i,i,i,i,i,6,i,i,i,i
O=C(NCc1ccccn1)Nc1cc(Cl)cc(Cl)c1,77*,i,i,i,i,i,3,i,i,i,i
CCOC(=O)C(NC(=O)c1ccccc1)=C1C=C(C)OC(C)=C1,-5,i,i,i,i,i,1,i,i,i,i
COc1cc(OC)cc(C(=O)NCCNC(=O)c2ccccn2)c1,-1,i,i,i,i,i,3,i,i,i,i
COc1ccc(N(CC(=O)Nc2ccc(C)cc2C)S(=O)(=O)c2c(C)n[nH]c2C)cc1,1,i,i,i,i,i,5,i,i,i,i
CCn1c(C)[n+](CCOC(C)=O)c2cc(Cl)c(Cl)cc21,-7,i,i,i,i,i,0,i,i,i,i
Cc1ccc(S(=O)(=O)C/N=C(/NC(=S)N(c2ccccc2)c2ccccc2)c2ccccc2)cc1,7,i,i,i,i,i,1,i,i,i,i
CCOC(=O)c1ccc(Oc2c(C)oc3c(CN4CCN(C)CC4)c(O)ccc3c2=O)cc1,5,i,i,i,i,i,-81,i,i,i,i

# (more compounds)
SMILES,SKKanGAS inh,TMEM16A inh,MrgX1 PAM,RGS4 pot,RGS4 inh,TRPC6 inhibitor,HDAC3 inh,MrgX1 agonist,TMEM16A act,MrgX1 antag,TRPC6 activator
C[C@H]1O[C@H](O[C@H]2[C@H](O)[C@@H](O)[C@@H](O[C@H]3[C@H](O)[C@@H](O)C(O)O[C@@H]3CO)O[C@@H]2CO)[C@H](O)[C@@H](O)[C@@H]1N[C@H]1C=C(CO)[C@@H](O)[C@H](O)[C@H]1O (some centres undefined),-1,i,i,i,i,i,-1,i,.,i,i
NC(=O)c1c(NC(NC(=O)c2ccco2)(C(F)(F)F)C(F)(F)F)sc2c1CCCC2,4,i,i,i,i,i,7,i,i,i,i
CN(C)S(=O)(=O)c1cccc(N2C(=O)CC3(CCCCC3)CC2=O)c1,-1,i,i,i,i,i,-4,i,i,i,i
Cc1cc(C)cc(-n2nnnc2SCC(=O)Nc2nc(-c3ccc(F)cc3)cs2)c1,-4,i,i,i,i,i,-6,i,i,i,i
COC(=O)c1cc(C#N)c(NCc2ccccc2)nc1C,2,i,i,i,i,i,3,i,i,i,i
COC(=O)c1ccc(NC(=O)CCc2c(C)nc3ncnn3c2C)cc1,-2,i,i,i,i,i,-3,i,i,i,i
